Screening data (PubChem)
proCasp7 act: counter-screen for procaspase-3 activators: activators of human procaspase-7; P55210; recombinant procaspase-7, Ac-DEVD-pNA absorbance 405 nm; D23A/D198A/D206A triple mutant, cannot self-cleave; scale: DMSO 0, 5 µM enzyme 100; activation, % at 8.5 µM; actives 0.093% (n = 330,000); AID 463210;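 active means percent activation above the screen-wide mean plus 3 SD, cut at about 25% in these data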
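Assay system: Uncleavable procaspase-7 mutant enzyme; Input: 2 µM procaspase-7 mutant as dispensed; Also added: DEVD-pNA substrate; Medium: Zinc-free HEPES pH 7.4 with 300 mM NaCl, 0.01% Triton X-100; Timing: 1 h compound preincubation, 2 h substrate cleavage, 25 °C; Measured by: Epi-absorbance of released pNA at 405 nm, two timepoints.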
AHR act: activates the human aryl hydrocarbon receptor | AID 2796 | activation, % at 5 µM | AHR-responsive luciferase reporter cells, luminescence | P35869 | actives 2.5% (n = 320,000); in the data active means activation above about 47%;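 further: 0% = vehicle wells and 100% = reference agonist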
Target sequence (P35869 whole entry, looked up): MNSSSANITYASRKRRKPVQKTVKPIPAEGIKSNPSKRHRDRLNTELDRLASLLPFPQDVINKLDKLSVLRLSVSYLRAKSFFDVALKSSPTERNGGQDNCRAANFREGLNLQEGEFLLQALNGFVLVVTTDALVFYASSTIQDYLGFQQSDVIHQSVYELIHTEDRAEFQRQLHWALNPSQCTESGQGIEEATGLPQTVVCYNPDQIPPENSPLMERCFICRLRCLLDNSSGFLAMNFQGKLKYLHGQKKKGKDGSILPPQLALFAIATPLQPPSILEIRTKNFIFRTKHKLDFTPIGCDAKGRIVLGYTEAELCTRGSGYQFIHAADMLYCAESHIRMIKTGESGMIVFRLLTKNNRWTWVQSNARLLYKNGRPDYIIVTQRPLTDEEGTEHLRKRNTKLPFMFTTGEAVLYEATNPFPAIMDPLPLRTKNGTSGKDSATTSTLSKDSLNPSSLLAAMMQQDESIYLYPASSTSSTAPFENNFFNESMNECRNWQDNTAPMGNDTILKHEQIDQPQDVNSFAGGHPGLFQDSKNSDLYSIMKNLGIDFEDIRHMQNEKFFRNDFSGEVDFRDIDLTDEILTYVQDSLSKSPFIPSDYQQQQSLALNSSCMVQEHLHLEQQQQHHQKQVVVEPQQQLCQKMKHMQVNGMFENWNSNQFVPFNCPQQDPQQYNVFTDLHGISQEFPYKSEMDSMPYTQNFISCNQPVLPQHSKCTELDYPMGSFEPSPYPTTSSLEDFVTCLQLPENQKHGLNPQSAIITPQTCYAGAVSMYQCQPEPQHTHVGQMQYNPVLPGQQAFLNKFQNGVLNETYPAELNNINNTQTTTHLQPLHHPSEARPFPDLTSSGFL
LAP4 TOR yeast: modulators of TOR pathway LAP4-GFP in S. cerevisiae; S. cerevisiae LAP4-GFP multiplex, flow cytometry GFP, 3 h; median GFP as percent of DMSO wells; GFP response vs DMSO, % at 10 µM; actives 0.34% (n = 320,000); AID 2023;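 active means GFP response vs DMSO above a set limit, about the screen mean plus 3 SD, cut at about 150% in these data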
JMJD2C inh: blocks human GASC-1 demethylase activity. GST-JMJD2C(1-420) H3K9me3 demethylation, DELFIA europium. inhibition, % at 2.35 µM. actives 0.069% (n = 330,000). AID 2099;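 active means more than half of a compound's replicate wells show inhibition beyond 50%, single wells judged on their own value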;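 further: signal counts dimethyl H3K9 product captured on neutravidin plate; 0% = median of DMSO wells and 100% = 0.3 times that DMSO median; strong numbers were not always called active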
CR mimetic SO: yeast age-related superoxide inhibition as caloric restriction mimetic. superoxide response (% of plate mean), % at 10 µM. actives 0.18% (n = 330,000). S. cerevisiae aged cells, superoxide DHE fluorescence; stronger effect = lower value;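 active means superoxide response under a set limit, about three screen SD below normal, cut at about 65% in these data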;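 further: yeast aged for seven days with compound at 30 °C before DHE staining; 100% = average MFI of all compound-treated wells on the plate with controls excluded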
MEP2 TOR yeast: yeast TOR pathway MEP2-GFP modulation; S. cerevisiae MEP2-GFP strain, flow cytometry GFP, 3 h; 100% = DMSO control level; GFP response vs DMSO, % at 10 µM; actives 0.51% (n = 330,000); AID 2016;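 active means GFP response versus DMSO above a set limit, roughly screen mean plus 3 SD, cut at about 180% in these data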;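 further: median GFP fluorescence of the barcode-gated MEP2-GFP cells per well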
proCasp3 act: activators of human procaspase-3; P42574; recombinant procaspase-3 D3A, Ac-DEVD-pNA absorbance 405 nm; activation, % at 8.5 µM; actives 0.11% (n = 330,000); AID 463141;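 active means activation above the mean of all tested compounds plus 3 SD, cut at about 21% in these data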;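 further: 0% = DMSO alone and 100% = DMSO wells spiked with extra 5 µM PC-3 D3A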
Target sequence (P42574 whole entry D9A/D28A/D175A): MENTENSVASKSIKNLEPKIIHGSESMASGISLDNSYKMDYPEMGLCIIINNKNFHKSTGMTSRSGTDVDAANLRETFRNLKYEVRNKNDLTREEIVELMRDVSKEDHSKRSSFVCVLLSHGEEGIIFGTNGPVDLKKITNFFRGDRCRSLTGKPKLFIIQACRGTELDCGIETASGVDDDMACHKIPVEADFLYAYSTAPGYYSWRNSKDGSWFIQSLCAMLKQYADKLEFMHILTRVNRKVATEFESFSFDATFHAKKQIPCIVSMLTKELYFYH
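material = Procaspase-3 D3A mutant | probe or stimulus = Ac-DEVD-pNA | compound = single dose, 8.5 µM nominal compound, 0.8% DMSO | timing = 1 h preincubation, 2 h reaction | measured by = 405 nm absorbance of p-nitroaniline, reads at 0 and 120 min | benchmarks = DMSO-only low control, 5 µM PC-3 D3A high control | repeats = singlicate, each compound tested once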
RPL19A TOR yeast: alters RPL19A-GFP fluorescence in TOR pathway yeast screen; actives 0.3% (n = 330,000); S. cerevisiae RPL19A-GFP strain, flow cytometry, 3 h; stronger effect = lower value; AID 2025; percent response vs DMSO, % at 10 µM;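 active means percent response vs DMSO below 50%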;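 further: median channel GFP fluorescence of the barcoded RPL19A-GFP strain; ratio of sample median GFP to plate DMSO average so 100% = DMSO; lower means less RPL19A-GFP as with rapamycin TOR inhibition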
The depositor's hits bear a star; . = not tested or not shown; [ ] = another dose, or the depositor's remark.

1: CCOc1ccc(/C(O)=C2/C(=O)C(=O)N(CCN(C)C)C2c2ccccc2)cc1Cl (stereo unspecified)
2: COc1ccc(OC)c(NC(=O)CC2SC(=N)N(c3ccccc3)C2=O)c1 (stereo unspecified)
3: COc1cc(OC)nc(/N=C/NO)n1
4: CC(C)(C)c1ccc(C(=O)NCC(=O)N/N=C/c2cccs2)cc1
5: Nc1nc(SCC(=O)N2N=C(c3ccc(Cl)cc3)CC2c2ccco2)n[nH]1 (stereo unspecified)

Screen / compound no.,1,2,3,4,5
proCasp7 act,-3,10,2,0,3
AHR act,4,1,-3,6,-1
LAP4 TOR yeast,104,99,103,100,104
JMJD2C inh,0,3,-4,6,0
CR mimetic SO,114,110,106,117,99
MEP2 TOR yeast,105,101,97,97,100
proCasp3 act,4,4,6,5,3
RPL19A TOR yeast,104,102,98,101,98

6: O=C(CCNS(=O)(=O)c1cccc2nsnc12)NCc1ccco1
7: Nc1nc(SCC(=O)Nc2ccc(OCc3ccccc3)cc2)n[nH]1
8: O=C(CSc1ccc(Cl)cc1)NC1=NN(c2ccccc2)C(=O)C1
9: O=C(N/N=C/c1ccc(N2CCOCC2)o1)c1cccc(F)c1
10: O=C(Nc1ccc(Cl)c(Cl)c1)Nc1nnc(CC2=CCCCC2)s1

Screen / compound no.,6,7,8,9,10
proCasp7 act,-9,6,-19,-7,-8
AHR act,5,2,3,-2,6
LAP4 TOR yeast,97,102,107,98,86
JMJD2C inh,-2,2,-38,0,3
CR mimetic SO,112,105,100,93,128
MEP2 TOR yeast,98,102,91,115,103
proCasp3 act,-11,-6,-16,3,-8
RPL19A TOR yeast,97,96,97,96,103

11: CC(NC(=O)Nc1cccc([N+](=O)[O-])c1)c1ccc2c(c1)OCO2 (stereo unspecified)
12: CCOC(=O)C1CCCN(c2c(N3CCOCC3)c(=O)c2=O)C1 (stereo unspecified)
13: Cc1cc(OCC(=O)N2CCN(c3ccccn3)CC2)cc(C)c1Br
14: CNC(=O)COC(=O)c1cc(-c2ccco2)nc2ccccc12
15: C/C(=N\NC(=O)c1ccc(OC2OCCOC2Oc2ccc(C(=O)N/N=C(\C)c3ccncc3)cc2)cc1)c1ccncc1 (stereo unspecified)

Screen / compound no.,11,12,13,14,15
proCasp7 act,5,-1,-10,-27,6
AHR act,3,-1,1,8,3
LAP4 TOR yeast,97,101,96,99,101
JMJD2C inh,5,-1,7,15,-1
CR mimetic SO,102,94,96,160,112
MEP2 TOR yeast,98,101,101,96,100
proCasp3 act,-7,2,4,-14,3
RPL19A TOR yeast,98,102,100,101,98

16: Cc1ccc(C)c(N2CCN(C(=O)c3cc4ccccc4oc3=O)CC2)c1
17: CCOc1ccc(CC(=O)C2C(=O)CCCC2=O)cc1OCC
18: CN(C)S(=O)(=O)c1cccc(NC(=O)CN2C(=O)NC(Cc3ccccc3)C2=O)c1 (stereo unspecified)
19: CCCCN1C(=O)C(O)=C(C(C)=O)C1c1ccc(OC)cc1OC (stereo unspecified)
20: CC(=O)Nc1nc(NC(=O)C(Cl)(Cl)Cl)n(-c2ccccc2)n1

Screen / compound no.,16,17,18,19,20
proCasp7 act,-3,-8,5,7,10
AHR act,-2,3,0,3,3
LAP4 TOR yeast,105,90,107,102,106
JMJD2C inh,-4,5,2,-4,7
CR mimetic SO,84,103,102,112,84
MEP2 TOR yeast,101,97,103,101,106
proCasp3 act,10,-10,-7,-11,-8
RPL19A TOR yeast,94,96,111,107,101

21: Cc1ccccc1N(CC(=O)N1CCc2ccccc2C1)S(C)(=O)=O
22: Cc1ccccc1Nc1c(-c2cccnc2)nc2cccc(C)n12
23: O=C(CSc1ncccn1)n1c2c(c3ccccc31)CCCC2
24: Cc1ccsc1CN(C)CC(=O)Nc1ccc([N+](=O)[O-])cc1Cl
25: O=C(c1ccc(Oc2ccccc2)cc1)C1CCCN(C(=O)c2cnccn2)C1 (stereo unspecified)

Screen / compound no.,21,22,23,24,25
proCasp7 act,-2,-2,6,-8,13
AHR act,-2,3,70*,-6,9
LAP4 TOR yeast,98,109,113,126,104
JMJD2C inh,-9,-11,-3,-2,4
CR mimetic SO,100,108,89,93,106
MEP2 TOR yeast,104,93,99,104,109
proCasp3 act,-1,0,3,2,4
RPL19A TOR yeast,101,97,94,108,104

26: NC(Cc1ccc(O)cc1)c1cn([C@@H](CCC(=O)O)C(=O)N2CCNCC2)nn1 (stereo partly specified)
27: COc1ccc(N2CCC(N3CCN(C)C(CCO)C3)CC2)cc1 (stereo unspecified)
28: CCOc1ccc(NC(=O)NNC(=O)c2cc3ccccc3cc2O)cc1
29: Cc1cc(NN)nc(NS(=O)(=O)c2ccc(Cl)cc2)n1
30: CCCCNC(=O)Nc1nnc(-c2ccc(Cl)cc2)o1

Screen / compound no.,26,27,28,29,30
proCasp7 act,3,-6,-1,7,-2
AHR act,1,-3,6,0,1
LAP4 TOR yeast,98,63,102[may fluoresce green],108,97
JMJD2C inh,4,-12,10,-6,-4
CR mimetic SO,100,92,96,97,92
MEP2 TOR yeast,96,85,93[may fluoresce green],104,98
proCasp3 act,8,-2,-5,-8,0
RPL19A TOR yeast,99,98,94[may fluoresce green],118,103

31: CC(C)NC(=O)COc1coc(CN2CCN(c3cccc(Cl)c3)CC2)cc1=O
32: Cc1ccc2c(c1)N(CCCC(=O)NCc1ccc3c(c1)OCO3)C(=O)CO2
33: Cc1occc1-c1nnc(SCC(=O)NCc2ccc3c(c2)OCO3)n1CC(C)C
34: O=C(c1ccc(NS(=O)(=O)c2ccccc2)cc1)N1CCCCCC1
35: O=C(NCc1ccc(Cl)cc1)c1cc(=O)[nH]c2ccccc12

Screen / compound no.,31,32,33,34,35
proCasp7 act,6,0,11,.,6
AHR act,0,46,2,.,0
LAP4 TOR yeast,105,94,109,70,96
JMJD2C inh,11,9,10,-9,-13
CR mimetic SO,103,99,89,111,96
MEP2 TOR yeast,102,112,122,97,105
proCasp3 act,-5,6,3,.,2
RPL19A TOR yeast,105,105,113,111,98

36: CCc1ccccc1NC(=O)CSc1nnc(Cn2nnc3ccccc32)n1C
37: C/C(CCC1CC(C)OC1=O)=N\NC(N)=O (stereo unspecified)
38: CC(=O)NC(CCS(C)(=O)=O)C(=O)Nc1ccccc1Cl (stereo unspecified)
39: CCOC(=O)c1c(SC)nc(SC)c2c1CCC2
40: CN(c1ccccc1)S(=O)(=O)c1cccc(NC(=O)COc2cccc([N+](=O)[O-])c2)c1

Screen / compound no.,36,37,38,39,40
proCasp7 act,11,-2,-9,-4,-6
AHR act,1,1,1,2,0
LAP4 TOR yeast,91,107,97,103,96
JMJD2C inh,4,15,1,6,4
CR mimetic SO,109,110,93,114,96
MEP2 TOR yeast,91,93,109,109,104
proCasp3 act,4,6,11,2,1
RPL19A TOR yeast,93,95,.,104,93

41: CCOC(=O)C1CCN(C(=O)Nc2ccc(OC(F)(F)F)cc2)CC1
42: CCc1nc(SCC(=O)Nc2ccc(F)cc2F)c2c(=O)n(C)c(=O)n(C)c2n1
43: O=C(Nc1ccccc1N1CCCC1)c1cc2ccccc2o1
44: CN(c1ccccc1C(=O)NCc1ccco1)S(C)(=O)=O
45: Cc1n[nH]c(C)c1Sc1ccccc1N=Cc1cc([N+](=O)[O-])ccc1O

Screen / compound no.,41,42,43,44,45
proCasp7 act,4,7,-4,0,-8
AHR act,2,-1,46,-3,1
LAP4 TOR yeast,106,106,101,96,117
JMJD2C inh,-11,-4,-14,2,5
CR mimetic SO,94,102,98,108,103
MEP2 TOR yeast,109,100,104,106,106
proCasp3 act,-2,0,-14,5,-6
RPL19A TOR yeast,100,93,100,100,95

Structures above that contain a thiophene ring, fused or not (2):
4: CC(C)(C)c1ccc(C(=O)NCC(=O)N/N=C/c2cccs2)cc1
24: Cc1ccsc1CN(C)CC(=O)Nc1ccc([N+](=O)[O-])cc1Cl

Screen / compound no.,4,24
proCasp7 act,0,-8
AHR act,6,-6
LAP4 TOR yeast,100,126
JMJD2C inh,6,-2
CR mimetic SO,117,93
MEP2 TOR yeast,97,104
proCasp3 act,5,2
RPL19A TOR yeast,101,108

(continued)
46: CC1=NNC(=O)C1CC(=O)N/N=C/c1ccc(C)o1 (stereo unspecified)
47: Cc1ccc(S(=O)(=O)NCC(=O)N2CCCC2)cc1
48: Cn1c(C(=O)c2ccncc2)cc2ccccc21
49: C=CCN(c1nc(C)c(Br)c(OC)n1)S(=O)(=O)c1ccc(C)cc1
50: Clc1ccccc1OCCCn1ccnc1

Screen / compound no.,46,47,48,49,50
proCasp7 act,3,-2,-8,-6,8
AHR act,0,-1,8,-1,13
LAP4 TOR yeast,109,107,94,97,96
JMJD2C inh,3,-1,5,-7,1
CR mimetic SO,106,100,121,97,103
MEP2 TOR yeast,93,104,98,108,109
proCasp3 act,-5,1,11,-4,0
RPL19A TOR yeast,99,102,103,102,103

51: Cc1cccc(Nc2nnc(SCC3CCCCO3)s2)c1 (stereo unspecified)
52: COc1ccc(C(C(=O)NC(C)(C)C)N(CCO)C(=O)CCC(=O)Nc2cc(C)on2)cc1 (stereo unspecified)
53: COc1ccc2c(c1)-c1nc(/N=C/c3ccc(O)cc3)sc1CC2
54: COc1ccccc1NS(=O)(=O)c1cccc(C(=O)N/N=C/c2ccc(N3CCOCC3)cc2)c1
55: Cc1nc(C(=O)NNC(=O)c2c(-c3c(Cl)cccc3Cl)noc2C)cs1

Screen / compound no.,51,52,53,54,55
proCasp7 act,0,3,-6,6,5
AHR act,5,-1,7,10,-1
LAP4 TOR yeast,96,96,89,93,98
JMJD2C inh,-8,8,5,1,-3
CR mimetic SO,92,86,89,110,93
MEP2 TOR yeast,91,99,94,99,100
proCasp3 act,-9,2,-23,14,3
RPL19A TOR yeast,92,103,98,100,98

Full records as entered above:
COc1cc(OC)nc(/N=C/NO)n1 is listed as proCasp7 act = 2; AHR act = -3; LAP4 TOR yeast = 103; JMJD2C inh = -4; CR mimetic SO = 106; MEP2 TOR yeast = 97; proCasp3 act = 6; RPL19A TOR yeast = 98
Cc1cccc(Nc2nnc(SCC3CCCCO3)s2)c1 (stereo unspecified) is listed as proCasp7 act = 0; AHR act = 5; LAP4 TOR yeast = 96; JMJD2C inh = -8; CR mimetic SO = 92; MEP2 TOR yeast = 91; proCasp3 act = -9; RPL19A TOR yeast = 92

Continuation:
56: O=C(CSc1nnc(C2CC2)n1-c1ccccc1)N1CCCC1
57: COc1cc(Cl)c(C)cc1NC(=O)COC(=O)c1cc[n+]([O-])cc1
58: COc1ccc(/C=C2\SC(=S)N(CC(=O)NC3CCS(=O)(=O)C3)C2=O)cc1 (stereo unspecified)
59: O=C(c1cccc(S(=O)(=O)NCc2ccccc2)c1)N1CCN(Cc2ccccc2)CC1
60: CS(=O)(=O)N(Cc1ccccc1)c1ccc(C(=O)NC2CCCCC2O)cc1 (stereo unspecified)
61: Cc1cc2ccccc2c(=O)n1CC(=O)NCCC1=CCCCC1

Screen / compound no.,56,57,58,59,60,61
proCasp7 act,-8,-1,11,-5,5,1
AHR act,0,2,2,-1,10,2
LAP4 TOR yeast,96,98,104,96,108,97
JMJD2C inh,6,3,-2,3,-12,16
CR mimetic SO,113,92,91,95,113,90
MEP2 TOR yeast,103,97,104,91,104,100
proCasp3 act,-2,9,-4,-2,0,0
RPL19A TOR yeast,99,95,98,98,98,101
